# Source: PubChem BioAssay (several laboratories)
# EP2 modulator = EP2 receptor (human) modulation; EP2-expressing cells, cAMP HTRF FRET, PGE2 co-stimulation; 0.83% of 260,000 active; P43116; induction, % at 25 µM; AID 940;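 active = compounds whose cAMP rise, as percent of the full-agonist control response, exceeds 60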;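 also: rat C6 glioma line stably carrying human EP2 under a CMV promoter; the protocol text gives 20 µM as final concentration; 100% = response of wells given 1 µM PGE2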
# Target sequence (P43116 whole entry, looked up): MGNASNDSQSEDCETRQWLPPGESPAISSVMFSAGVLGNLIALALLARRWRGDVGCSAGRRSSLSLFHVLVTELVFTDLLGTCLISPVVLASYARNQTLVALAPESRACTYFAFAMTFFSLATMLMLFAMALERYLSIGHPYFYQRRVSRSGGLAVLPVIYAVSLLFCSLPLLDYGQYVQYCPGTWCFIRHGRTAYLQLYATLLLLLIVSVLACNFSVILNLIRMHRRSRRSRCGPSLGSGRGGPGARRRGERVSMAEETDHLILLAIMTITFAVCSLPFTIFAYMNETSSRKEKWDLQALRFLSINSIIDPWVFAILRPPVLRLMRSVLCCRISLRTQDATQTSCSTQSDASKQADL
# eIF4E 4G PPI = inhibitors of eIF4E and eIF4G interaction in translation initiation. TR-FRET eIF4E-eIF4GI(517-606) binding, 2 h. inhibition, % at 21.7 µM. 0.37% of 220,000 active. AID 782;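 active = inhibition above about 30%, limit read from the data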;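 also: 0% = full FRET control wells and 100% = background wells lacking eIF4GI fragment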
# EP2 antag = blocks the human prostaglandin E2 receptor EP2; P43116; C6 glioma cells expressing human EP2, cAMP TR-FRET; cells stimulated with saturating PGE2; inhibition, % at 25 µM; 0.52% of 260,000 active; AID 1422;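 active = percent inhibition above 40 after rounding to a whole number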;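 also: rat C6 glioma host cells with rolipram phosphodiesterase inhibitor present; the protocol text gives 20 µM as final concentration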
# S1P4 antagonist = blocks the human S1P4 receptor; O95977; S1P4-expressing cells, antagonist mode, reporter read-out; inhibition, % at 4.98 µM; 0.26% of 220,000 active; AID 1510; in the data active = inhibition above about 29%;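 also: 0% = wells stimulated with agonist and 100% = vehicle wells without agonist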
# S1P4 agonist = activates the human S1P4 receptor | O95977 | S1P4-expressing cell line, agonist reporter assay | activation, % at 4.98 µM | 0.35% of 220,000 active; in the data active = activation above about 11%;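 also: 0% = DMSO vehicle and 100% = reference agonist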
# NPY2 pot ag = human NPY-Y2 potentiation or agonism, primary screen; 0.45% of 220,000 active; AID 1359; activation, % at 3.6 µM; cells expressing NPY-Y2, potentiator/agonist read-out; P49146; in the data active = activation above about 27%;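 also: cells stimulated with NPY near EC25 plus isoproterenol at EC100; 0% = vehicle plus submaximal agonist and 100% = vehicle plus saturating agonist; some results beyond the cut were filed as inactive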
# Target sequence (P49146 whole entry, looked up): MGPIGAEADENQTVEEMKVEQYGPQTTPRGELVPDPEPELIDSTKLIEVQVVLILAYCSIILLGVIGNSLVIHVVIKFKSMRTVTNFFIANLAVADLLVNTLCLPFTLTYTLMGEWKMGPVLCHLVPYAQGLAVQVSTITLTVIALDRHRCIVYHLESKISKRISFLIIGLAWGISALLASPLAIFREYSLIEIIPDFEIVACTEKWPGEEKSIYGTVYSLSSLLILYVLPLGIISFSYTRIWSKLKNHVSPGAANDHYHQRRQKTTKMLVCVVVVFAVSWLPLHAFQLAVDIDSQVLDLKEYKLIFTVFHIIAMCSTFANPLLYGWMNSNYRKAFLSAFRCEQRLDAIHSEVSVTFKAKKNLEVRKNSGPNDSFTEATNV
# NPY-Y1 PAM-ag = potentiators or agonists of human neuropeptide Y receptor Y1. P25929. activation, % at 3.6 µM. 0.37% of 220,000 active. NPY-Y1 expressing cells, potentiator/agonist activation; in the data active = activation above about 33%, passing the limit was not always enough;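 also: cells stimulated with NPY at EC10 then isoproterenol at EC100; 0% = low agonist plus stimulus and 100% = saturating agonist plus stimulus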
# p97 inhibitor = inhibitors of human p97 ATPase | P55072 | recombinant p97 ATPase, Kinase-Glo ATP luminescence, 3 h | inhibition, % at 8 µM | 0.42% of 220,000 active | AID 1481; in the data active = inhibition above about 15%;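 also: 0% = DMSO vehicle and 100% = wells lacking enzyme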
# NPY Y1 blocker = antagonists of human neuropeptide Y receptor Y1; P25929; 1% of 200,000 active; inhibition, % at 3.6 µM; HEK293-CNG Y1 cells, membrane potential fluorescence; NPY at EC95, then isoproterenol;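 active = inhibition above the campaign mean inhibition of all tested compounds plus 3 SD, cut at about 20% in these data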;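 also: 0% = DMSO wells given NPY plus isoproterenol and 100% = isoproterenol alone without NPY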
#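 System: HEK293 cells with Y1 receptor plus CNG channel / Probe or stimulus: NPY 25 nM then isoproterenol 1 µM plus Ro 20-1724 25 µM / Compound: one concentration, 3.6 µM, in 0.4% DMSO / Schedule: compound incubation 1 h at room temperature, readout 45 min post-stimulation / Measured by: membrane potential fluorescence / Read-out: % inhibition of NPY effect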
# * = called active by the depositor; nt = not tested or not shown; & = joins results of further samples; [ ] = remark or other dose.
# Fields – NPY Y1 blocker	EP2 modulator	NPY-Y1 PAM-ag	NPY2 pot ag	EP2 antag	S1P4 antagonist	p97 inhibitor	eIF4E 4G PPI	S1P4 agonist
CCc1ccc(-n2c(=O)c3c(C)c(C)sc3n(CC(=O)NCC3CCCO3)c2=O)cc1 (stereo not given)
→ 1	-2	5	-4	6	-13	3	-2	-0.2
Cc1ccccc1N1CCN(c2ncnc3c2cnn3Cc2ccc(Cl)cc2)CC1
→ 29*	8	-37	-8	6	-6	0	-4	-0.6
O=C(COc1ccc(S(=O)(=O)NC2CCCCC2)cc1Cl)Nc1ccc2c(c1)OCO2
→ -4	7	14	-2	7	12	-1	-1	-1.0
O=C(CSc1nnc(CNC(=O)c2cccs2)o1)Nc1ccc2c(c1)OCO2
→ -3	14	-13	-1	22	-14	3	-3	-2.7
O=C(Nc1nnc(SCc2ccc(F)cc2)s1)c1ccccn1
→ -1	-14	-3	-5	9	31*	0	3	0.0
Cc1cc(C)n2nc(S(=O)(=O)NCCc3ccccc3)nc2n1
→ 3	16	9	11	6	-18	7	0	-2.5
Cc1cc(C)nc(SCC(=O)Nc2ncc(Cc3cccc(Cl)c3Cl)s2)n1
→ 8	28	-10	14	4	0	2	2	-0.8
CCNc1nc(NCC)n2c(SCC(=O)Nc3ccccc3)nnc2n1
→ -2	-4	2	6	3	-5	3	-5	0.1
COc1ccc(-n2c(=S)[nH]c3cc(C(=O)NCCCN4CCCC4=O)ccc3c2=O)c(OC)c1
→ 7	5	4	-14	9	-3	5	4	0.6
O=C(NCCN1CCCOC1=O)C(=O)NCCN1CCCOC1=O
→ nt	4	20	5	4	3	6	-2	-0.9
C/C(=N\NC(=O)Cc1cc(=O)[nH][nH]1)c1cccc([N+](=O)[O-])c1
→ -2	23	13	6	5	-10	5	-2[fluorescence artefact?]	-1.7
Cc1ccc(S(=O)(=O)N2CCOCC2)cc1NC(=O)COC(=O)c1ccccc1OCc1c(C)noc1C
→ -5	11	3	6	4	0	2	3[fluorescence artefact?]	4.0
COc1ccc(NC(=O)CSc2ccc(-c3ccccn3)nn2)cc1OC
→ 4	-4	7	3	6	2	6	4	2.6
O=C(O)c1ccc(S(=O)(=O)N2CCC(c3nc(-c4ccccc4Cl)no3)CC2)cc1
→ 1	11	18	-5	1	-4	-1	-10	1.7
S=C1NC(C23CC4CC(CC(C4)C2)C3)=CC(c2ccc3c(c2)OCO3)N1 (stereo not given)
→ -1	-38	11	-5	5	-14	2	-1	1.5
COc1ccc(NC(=O)Cc2cccc(F)c2)cc1S(=O)(=O)Nc1ccccc1Cl
→ nt	-15	10	10	8	-2	4	-7	-0.6
CC1(C)OC(=O)C(=Cc2ccc(-c3ccc(S(N)(=O)=O)cc3)o2)C(=O)O1
→ 0	-88	-9	1	43*	7	7	8	0.7
COc1ccc(CCNC(=O)C2CCN(S(=O)(=O)N3CCC4(CC3)OCCO4)CC2)cc1OC
→ 0	14	-29	-2	7	-1	2	1	3.9
O=C(O)C1CC(O)CN1C(=O)c1ccco1 (stereo not given)
→ -3	14	20	-14	4	-11	0	nt	-1.3
O=C(COc1ncnc2ccccc12)N1CCOCC1
→ 3	13	-14	-11	2	4	5	9	-1.8
Cc1cc(C)n(-c2nc3ccccc3s2)n1
→ 2	6	1	7	11	-11	3	-4	1.6
Cc1ccccc1/C=C\c1nc2ccccc2c(=O)[nH]1
→ 1	-54	0	-2	8	-8	-3	9	0.0
CCn1c(SCC(=O)Nc2ccc(C(=O)OC)cc2)nc2cccnc21
→ 9	-2	-26	-13	nt	-4	-5	7	0.6
COc1cccc2cc(C(=O)NCCC3=CCCCC3)c(=O)oc12
→ 3	10	26	5	6	-5	3	4	-1.5
CNCCc1ccccn1
→ -2	13&11	-11	4	12&12	-15	9	4	-0.3
Cn1cc(CN2CCCC(C(=O)c3nccn3C)C2)c(-c2cccc(Cl)c2)n1 (stereo not given)
→ 6	-14	5	-17	3	3	5	-3	0.4
CC(C)(C)n1nnnc1CN(Cc1cccnc1)Cc1ccccc1Cl
→ 6	29	-13	-2	8	7	-2	2	0.9
O=S(=O)(Cc1ccccc1)/C1=C(\N2CCOCC2)CCCCCC1
→ -1	13	10	3	9	-15	0	3	1.4
CCOc1cc(N2CCOCC2)c(OCC)cc1NC(=O)CN1C(=O)C2C3C=CC(C3)C2C1=O (stereo not given)
→ -3	31	0	13	2	-23	2	6	2.4
N#Cc1cc(-c2ccccc2)cnc1Cl
→ 2	-9	6	4	0	-6	-4	nt	-2.6
CC1CCN(c2ccc(C(=O)NCc3ccc4c(c3)OCO4)cc2[N+](=O)[O-])CC1
→ 4	-12	-18	-10	3	-20	-3	0	0.6
O=C(COC(=O)c1cc(-c2cccc3ccccc23)nc2ccccc12)NC1CCS(=O)(=O)C1 (stereo not given)
→ -2	9	-11	12	9	-23	1	8	0.0
COc1ccccc1C(=O)Nc1ccc(S(=O)(=O)Nc2onc(C)c2C)cc1
→ nt	14	-11	2	9	1	4	-2	-0.6
COc1ccccc1CN=c1c([N+](=O)[O-])nn(-c2ccc3c(c2)OCCO3)n1O
→ 11	0	-17	-11	10	-15	2	19[fluorescence artefact?]	-0.3
CN(Cc1ccccc1)C(=O)COC(=O)CCNC(=O)c1ccccc1Cl
→ -2	3	10	6	5	-21	3	1	1.2
O=C(CNC(=O)c1ccco1)OCc1c(F)cccc1Cl
→ 2	-10	9	-2	8	1	6	4[fluorescence artefact?]	0.2
COC(=O)c1c(NC(=O)CN2CCN(C(=O)c3ccco3)CC2)c2cc(C)ccc2n1C
→ -1	-3	2	-12	2	-23	2	6[fluorescence artefact?]	2.1
COc1cccc(/C=N/NC(=O)CCn2c3ccccc3c3ccccc32)c1
→ 0	-14	-4	-9	4	4	-1	2	0.6
COC(=O)c1ccc(NC(=O)CSc2n[nH]c(-c3ccncc3)n2)cc1
→ 0	21	0	18	7	-24	5	3	0.6
COc1ccc(OC)c(C2C(C(C)=O)=C(O)C(=O)N2CCN2CCOCC2)c1 (stereo not given)
→ 2	30	6	8	5	3	-1	4	-1.8
COc1ccc(OCc2nnc(SCC(=O)N(C)Cc3ccccc3)n2N)cc1
→ 4	0	4	-2	8	-3	3	-3	0.9
CN(CC(=O)Nc1cccc(F)c1)C(=O)CCCc1cccs1
→ 3	23	12	7	5	-1	3	-2	1.5
C=CCc1ccccc1OCC(CN1CCCCC1)OC(C)=O (stereo not given)
→ -17	-47	112*	104*	2	-1	2	-7	2.7
CCOc1ccc(N2CC(C(=O)Nc3ncccc3C)CC2=O)cc1 (stereo not given)
→ -3	17	5	3	19	-7	6	0	1.1
Cc1nc(Nc2nc(-c3ccccc3)cc(=O)[nH]2)nc2ccccc12
→ 7	nt	-26	-11	17	4	-1	nt	1.7
Cc1nn(-c2ccccc2)c(Cl)c1CN(C(=O)CCl)c1cccc2ccccc12
→ 10	33	-3	2	11	9	-8	2	-0.4
Cc1cccc(N2C(=O)CC(N3CCN(c4ccccn4)CC3)C2=O)c1 (stereo not given)
→ 2	24	5	-2	8	-9	5	1	0.6
CCC(C(=O)NC1CCCCC1)n1c(SCc2cccc(F)c2)nc2ccncc21 (stereo not given)
→ 4	-7	-29	-17	11	-11	0	4	-0.6
CNC(=O)CN(c1cc(C)ccc1C)S(C)(=O)=O
→ 0	20	-10	1	10	-7	0	-3	-1.4
O=C(O)c1ccc(-n2cncn2)c([N+](=O)[O-])c1
→ nt	-5	26	-1	10	-19	9	2	2.3

# (listing goes on)
# Fields – NPY Y1 blocker	EP2 modulator	NPY-Y1 PAM-ag	NPY2 pot ag	EP2 antag	S1P4 antagonist	p97 inhibitor	eIF4E 4G PPI	S1P4 agonist
CC(OC(=O)CCN1C(=O)c2cccc([N+](=O)[O-])c2C1=O)C(=O)Nc1cc(Cl)cc(Cl)c1 (stereo not given)
→ -2	-45	4	13	4	-10	6	-4	-0.7
CCOc1ccc(-n2c(SCc3ccc(C(=O)OC)o3)nc3c(c2=O)SCC3)cc1
→ 3	21	23	8	14	-10	3	1	0.8
N#C/C(=C\c1cccs1)C(=O)c1ccccc1Cl
→ nt	-58	-5	16	113*	24	4	-2	36*
Fc1cc2nc(-c3ccncc3)[nH]c2cc1F
→ 8	-36	-2	7	nt	-7	0	7	0.3
COc1ccc2nc(C)cc(SCC(=O)Nc3c(C)cccc3C)c2c1
→ -2	4	-38	-9	6	-10	1	13[fluorescence artefact?]	-1.0
Nc1nonc1C(=O)N/N=C/c1ccncc1
→ -1	-5	22	-10	7	-36	0	-2	1.5
CC(=O)c1sc(-c2ccccn2)nc1C
→ -2	1	13	-11	8	-13	1	2	2.0
COc1ccc(-c2nc(C(N)=O)c3[nH]c(=O)n(-c4cccc(Cl)c4)c3n2)cc1OC
→ 13	27	-21	3	nt	-7	2	3[fluorescence artefact?]	-0.7
COc1ccc(CC(=O)Nc2ccc(S(=O)(=O)Nc3ncccn3)cc2)cc1OC
→ nt	8	6	4	4	-6	0	-5	1.4
O=C(CCSc1ccc(F)cc1)Nc1ccc(-n2cnnn2)cc1
→ 4	-50	10	9	11	-19	2	-2	0.7

# Quoted from the listing:
# p97 inhibitor with COc1ccc2nc(C)cc(SCC(=O)Nc3c(C)cccc3C)c2c1 → 1
# S1P4 antagonist with COc1ccc(-c2nc(C(N)=O)c3[nH]c(=O)n(-c4cccc(Cl)c4)c3n2)cc1OC → -7

# (next part)
# Fields – NPY Y1 blocker	EP2 modulator	NPY-Y1 PAM-ag	NPY2 pot ag	EP2 antag	S1P4 antagonist	p97 inhibitor	eIF4E 4G PPI	S1P4 agonist
Cc1cc(C)nc(NS(=O)(=O)c2ccc(NC(=O)COc3ccccc3)cc2)n1
→ 1	39	-6	-4	7	-6	2	1[fluorescence artefact?]	-0.8
O=C(CN1CCc2ccccc2C1)Nc1ccc(F)cc1F
→ -4	-45	-6	5	2	-10	5	0	-0.6
O=C(O)CCN(Cc1ccccc1)S(=O)(=O)c1ccccc1Cl
→ -1	8	-2	2	3	-10	-2	-4	-1.3
Cc1ccc(NC(=O)C(C)Sc2nnc(-c3cccnc3)o2)cc1 (stereo not given)
→ -2	-9&16	0	-3	8&7	-19	4	2	0.0
Cc1sc(NC(=O)c2ccco2)c(C(c2cccnc2)N2CCN(CCO)CC2)c1C (stereo not given)
→ 1	-19	4	1	5	-9	3	-3	0.7
CCCCn1ccnc1C(=O)c1cccc(S(=O)(=O)N2CC(C)CC(C)C2)c1 (stereo not given)
→ 1	-31	23	11	5	1	-5	5	-0.8
S=C(NCCc1ccccn1)Nc1ccc(Cl)cc1
→ 0	-2	-11	4	6	-11	0	3	-0.9
Cc1cc(N2CC(C)OC(C)C2)nc2ccccc12 (stereo not given)
→ 3	12	-22	-8	5	2	-8	16	0.8
Cc1ccccc1NS(=O)(=O)c1cc(C(=O)NCCSC2CCCCC2)ccc1C
→ 4	-30	13	0	10	-3	1	-6	2.4
CN(C)S(=O)(=O)c1ccc(Cl)c(NC(=O)COC(=O)c2cc(-c3ccccc3)nc3ccccc23)c1
→ -1	28	-28	-18	6	11	5	5[fluorescence artefact?]	4.0
O=C(Cn1cc(CCO)nn1)N1CCNCC1
→ 0	2	2	-5	10	-18	6	-1	-0.5
Cc1csc(NC(=O)CSc2nc3[nH]ncc3c(=O)[nH]2)n1
→ 3	17	9	11	3	-19	6	-8	-1.3
O=c1oc2ccccc2c(Nc2ccc(Cl)cc2)c1[N+](=O)[O-]
→ nt	-5	5	5	11	-2	5	2	-0.5

# This is a subset. The share of hits here may be higher or lower than overall.
